# Source: PubChem BioAssay
# CHO-K1 Ca antag – M1 antagonist counterscreen hit in parental CHO-K1 cells; ATP-induced calcium, Fluo-8 fluorescence; inhibition, % at 3 µM; 0.6% of 360,000 active; AID 602250;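 active means inhibition above a per-plate cutoff, the plate's mean sample inhibition plus 3 SD, cut at about 24% in these data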;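 further: 0% = DMSO plus EC80 ATP and 100% = DMSO alone without ATP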
# CHO-K1 Ca ag – counter-screen for M1 agonists: effect in parental CHO-K1 cells. Fluo-8 calcium fluorescence; scaled to maximal ATP response, vehicle zero. activation, % at 3 µM. 0.48% of 360,000 active. AID 602248, 2012; in the data active means activation above about 15%;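 further: untransfected CHO-K1 host cells lacking M1 receptor as counterscreen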
# CHO parental Ca – ATP-evoked calcium signal inhibitors, parental CHO, primary screen, counter-screen for OX1R antagonist project, cell-based, fluorescence, Fluo-8 calcium dye | parental CHO-K1, ATP-induced calcium, Fluo-8 fluorescence | inhibition, % at 5.6 µM | 0.63% of 330,000 active | AID 463079, 2010;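 active means inhibition above that plate's mean sample inhibition plus 3 SD, cut at about 26% in these data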;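 further: 0% = ATP-challenged DMSO wells and 100% = DMSO wells without ATP; some compounds past the cut are filed as inactive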
#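 Material: Parental CHO cells | Reagent: ATP | Compound dosing: Single nominal dose of 5.6 µM per compound | Detection: Intracellular calcium via Fluo-8 no-wash fluorescent dye | Read-out: % inhibition of ATP-induced calcium mobilization | Benchmarks: Low control ATP plus DMSO, high control DMSO only | Replicates: Singlicate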
# OXTR agonist – human OXTR agonists, primary screen, fluorescence, CHO-OTR cells, Fluo-8 calcium. Oxytocin receptor (Homo sapiens), P30559. Fluo-8 calcium fluorescence; normalized: DMSO 0%, oxytocin 100%. activation, % at 3 µM. 0.32% of 320,000 active;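 active means activation above the mean of all tested compounds plus 3 SD, cutoff set per screening run, cut at about 20% in these data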;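 further: peak over basal fluorescence ratio from a 100 s FLIPR kinetic read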
# TAAR1 antag – human TAAR1 antagonists, primary screen, Fluo-8 calcium fluorescence, CHO RD-HGA16 cells | inhibition, % at 3 µM | Trace amine-associated receptor 1 (Homo sapiens), Q96RJ0 | antagonist | 1.5% of 360,000 active;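 active means inhibition above a per-plate cutoff, the mean inhibition of test compounds on that plate plus 3 SD, cut at about 49% in these data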;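 further: 0% = DMSO plus EC80 beta-PEA response and 100% = DMSO alone without agonist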
#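 Material: RD-HGA16 CHO cells with stable hTAAR1 and Gα16; Dosing: single nominal final test compound concentration of 3 µM; Schedule: seeding 17-24 h prior, 75-min 37 °C, 30-min RT dye loading; Detection: kinetic Fluo-8 calcium fluorescence measurement; Measure: % inhibition from peak post-agonist over basal fluorescence ratio; Benchmarks: vehicle and agonist controls.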
# V1R ag counter – agonists of human V1a receptor, primary screen, counter-screen for OXTR agonist project, fluorescence, CHO-V1R cells; Vasopressin V1a receptor (Homo sapiens), P37288; Fluo-8 calcium fluorescence, agonist mode; 0% DMSO, 100% 3 nM vasopressin; activation, % at 3 µM; 0.25% of 320,000 active; AID 2797, 2010;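 active means activation above the mean activation of all tested compounds plus 3 SD, per screening run, cut at about 20% in these data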;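 further: signal is peak over basal fluorescence ratio across a 100 second FLIPR read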
# Target sequence (P37288 whole entry, looked up): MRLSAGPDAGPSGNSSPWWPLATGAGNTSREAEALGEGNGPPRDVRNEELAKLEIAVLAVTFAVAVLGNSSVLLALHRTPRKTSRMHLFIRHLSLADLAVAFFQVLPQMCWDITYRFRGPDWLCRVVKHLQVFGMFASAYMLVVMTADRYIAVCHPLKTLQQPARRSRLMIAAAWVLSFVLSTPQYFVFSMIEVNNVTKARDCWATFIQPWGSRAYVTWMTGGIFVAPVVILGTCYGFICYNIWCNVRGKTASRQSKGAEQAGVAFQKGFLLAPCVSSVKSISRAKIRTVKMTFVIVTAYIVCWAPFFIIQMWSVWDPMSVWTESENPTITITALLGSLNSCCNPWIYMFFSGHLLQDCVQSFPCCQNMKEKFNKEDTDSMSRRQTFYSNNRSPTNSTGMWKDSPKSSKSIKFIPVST
# OXTR potentiate – human OXTR potentiators, primary screen, fluorescence, CHO-OTR cells, Fluo-8 calcium; Oxytocin receptor (Homo sapiens), P30559; Fluo-8 calcium fluorescence, potentiator mode; 0% = oxytocin EC15, 100% = EC100; activation, % at 3 µM; 0.061% of 320,000 active;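 active means activation above that plate's cutoff, the mean activation of tested compounds plus 3 SD, cut at about 6.6% in these data, passing the limit was not always enough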;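 further: 100% uses oxytocin at 75 nM as the full agonist control; some results filed as inactive read as strong as hits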
#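 Dosing: Single dose, 3.0 µM nominal final compound concentration | Material: Human OTR in CHO cells | Technique: Kinetic Fluo-8 calcium fluorescence | Benchmarks: EC15 oxytocin alone as 0%, 75 nM oxytocin as 100% | Probe or stimulus: Oxytocin at about EC15, sub-maximal agonist stimulus | Incubation: Compound 6 min at room temperature before oxytocin, 100 s read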
# GPR7 antagonist – GPR7 receptor antagonists, primary screen, cell-based, fluorescence, single concentration; AID 1861, 2009; GPR7-expressing cells, fluorescence antagonist assay; inhibition, % at 4.4 µM; Neuropeptides B/W receptor type 1 (Homo sapiens), P48145; 1.1% of 290,000 active; in the data active means inhibition above about 16%, passing the limit was not always enough;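 further: cells stimulated with the agonist NPW; 0% = agonist with vehicle and 100% = vehicle without agonist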
# Target sequence (P48145 whole entry, looked up): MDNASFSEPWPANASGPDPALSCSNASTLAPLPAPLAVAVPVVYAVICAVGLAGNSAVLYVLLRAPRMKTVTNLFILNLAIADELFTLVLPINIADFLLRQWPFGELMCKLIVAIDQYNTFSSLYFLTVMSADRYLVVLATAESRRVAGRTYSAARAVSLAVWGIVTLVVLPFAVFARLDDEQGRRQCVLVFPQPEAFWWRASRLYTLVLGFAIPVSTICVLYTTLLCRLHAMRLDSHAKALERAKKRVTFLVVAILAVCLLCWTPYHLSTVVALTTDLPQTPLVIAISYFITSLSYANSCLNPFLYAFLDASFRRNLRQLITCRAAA
# CHO-K1 Ca PAM – nonselective calcium activators in parental CHO-K1 cells, primary screen, counter-screen for M1 PAM project, cell-based, Fluo-8 calcium fluorescence, full deck, 1536-well. 0.02% of 360,000 active. ATP EC20; 0% at ATP EC20, 100% at ATP max. activation, % at 3 µM. AID 602247, 2012;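 active means activation above the run cutoff, the mean activation of all test compounds plus 3 SD, cut at about 40% in these data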;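 further: peak over basal fluorescence ratio in a 140 s read after ATP addition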
# The depositor's hits bear a star; / = not tested or not shown.
# Start of the listing, in advance, five compounds:
cpd | Molecule | TAAR1 antag | V1R ag counter | CHO parental Ca | CHO-K1 Ca PAM | OXTR agonist
1 | Cc1ccc(NC(=O)c2ccc3nsnc3c2)c(C)c1 | 4.8 | -0.5 | -3.4 | 9.6 | -2.3
2 | Cn1c(SCC(=O)NCc2cccs2)nnc1-c1cccs1 | -2.1 | 0.1 | -12.5 | -6.5 | -0.8
3 | C/C(=N\NS(=O)(=O)c1ccccc1)c1ccccc1 | 3.5 | 1.3 | -4.3 | -9.0 | 0.3
4 | COc1ccc(NC(=O)c2cc(C)on2)cc1 | -8.7 | 0.2 | 3.2 | -4.8 | -0.7
5 | CCc1ccc(CNCc2ccc(OCC(O)CN(C)Cc3ccccc3)cc2)nc1 (stereo unspecified) | -15.1 | 2.5 | -23.1 | 25.6 | 1.9

cpd | OXTR potentiate | CHO-K1 Ca ag | CHO-K1 Ca antag | GPR7 antagonist
1 | -4.9 | -0.2 | 6.0 | 13.4
2 | 0.8 | 0.1 | -7.3 | -7.3
3 | -9.9 | 0.0 | -2.2 | 6.9
4 | 0.2 | -0.1 | 3.2 | -11.8
5 | -4.5 | 4.2 | -4.2 | -11.6

# The whole of this part, from the start:
cpd | Molecule | TAAR1 antag | V1R ag counter | CHO parental Ca | CHO-K1 Ca PAM | OXTR agonist
1 | Cc1ccc(NC(=O)c2ccc3nsnc3c2)c(C)c1 | 4.8 | -0.5 | -3.4 | 9.6 | -2.3
2 | Cn1c(SCC(=O)NCc2cccs2)nnc1-c1cccs1 | -2.1 | 0.1 | -12.5 | -6.5 | -0.8
3 | C/C(=N\NS(=O)(=O)c1ccccc1)c1ccccc1 | 3.5 | 1.3 | -4.3 | -9.0 | 0.3
4 | COc1ccc(NC(=O)c2cc(C)on2)cc1 | -8.7 | 0.2 | 3.2 | -4.8 | -0.7
5 | CCc1ccc(CNCc2ccc(OCC(O)CN(C)Cc3ccccc3)cc2)nc1 (stereo unspecified) | -15.1 | 2.5 | -23.1 | 25.6 | 1.9
6 | Cn1c(=O)[nH]c(=O)c2c1nc(CN1CCOCC1)n2Cc1ccc(F)cc1 | -14.4 | 2.5 | -11.6 | 16.8 | 0.5
7 | COCCN1C(=O)c2ccccc2C1c1nc2ccccc2[nH]1 (stereo unspecified) | -5.7 | / | / | 8.9 | /
8 | N#CC1=C(N)Oc2cc(O)c(Cl)cc2C1c1ccccc1F (stereo unspecified) | 7.9 | 18.2 | 30.1* | -6.1 | 24.7*
9 | CCO/N=C/C1=C(O)C(C(=O)OC)C(C)(C)CC1=O (stereo unspecified) | -0.1 | 0.3 | -6.4 | 9.7 | 0.7
10 | COc1cc2c(cc1OC)CN(C(=O)CNC(=O)c1ccc(OC(F)F)cc1)CC2 | -2.4 | / | / | -5.7 | /
11 | COc1cc(CNc2ncn[nH]2)ccc1OCC(=O)NC(C)(C)C | -15.9 | -0.2 | -1.8 | 17.8 | 0.7
12 | COc1ccc(CCNC(=O)c2cc(S(=O)(=O)N3CCc4ccccc43)ccc2F)cc1OC | -5.8 | / | / | 4.5 | /
13 | O=C(NCc1ccncc1)[C@@H]1CCCN1C(=O)[C@@H]1CCCN1C(=O)c1cccs1 | 0.9 | / | / | 5.3 | /
14 | COc1ccccc1CNC(=O)CSc1nc(C)cs1 | 11.2 | -0.8 | 5.4 | 22.8 | -0.7
15 | COC(=O)c1[nH]c(C)c(/C(O)=C2\C(=O)C(=O)N(CCN(C)C)C2c2ccc(C)o2)c1C (stereo unspecified) | -5.8 | 0.5 | -5.7 | 8.1 | -0.4

cpd | OXTR potentiate | CHO-K1 Ca ag | CHO-K1 Ca antag | GPR7 antagonist
1 | -4.9 | -0.2 | 6.0 | 13.4
2 | 0.8 | 0.1 | -7.3 | -7.3
3 | -9.9 | 0.0 | -2.2 | 6.9
4 | 0.2 | -0.1 | 3.2 | -11.8
5 | -4.5 | 4.2 | -4.2 | -11.6
6 | -5.8 | 0.1 | 2.5 | -0.9
7 | / | 0.3 | -11.3 | /
8 | -11.8 | 1.7 | -6.5 | -11.0
9 | 4.3 | 0.2 | -4.9 | -6.8
10 | / | 5.1 | 6.1 | 0.1
11 | -4.0 | 0.0 | -18.5 | -0.1
12 | / | 1.6 | -0.2 | /
13 | / | 0.7 | -14.4 | /
14 | -11.2 | 0.4 | -15.7 | 8.5
15 | -2.1 | 0.2 | 1.5 | -9.2

# The listing continues.
cpd | Molecule | TAAR1 antag | V1R ag counter | CHO parental Ca | CHO-K1 Ca PAM | OXTR agonist
16 | CCc1c(C)nc2nc(SCc3ccccc3)[nH]n2c1=O | -9.0 | 5.0 | 0.6 | -5.8 | 12.2
17 | CC(=O)NC(CCS(C)(=O)=O)C(=O)Nc1nc(C)cs1 (stereo unspecified) | -24.5 | 0.3 | -5.2 | -11.6 | 1.5
18 | Cc1ccccc1-c1nnn(CC(=O)N(C)CC(=O)Nc2ccccc2C(F)(F)F)n1 | -23.2 | 0.5 | -1.0 | 0.6 | 1.3
19 | N#Cc1ccccc1S(=O)(=O)N1CCN(C(=O)CN2C(=O)NC3(CCCC3)C2=O)CC1 | -12.6 | 0.5 | -0.6 | -18.3 | 0.8
20 | O=S(=O)(Nc1ccc(-n2cnnn2)cc1)c1cccs1 | -5.5 | 3.2 | -4.3 | -2.0 | 3.5
21 | CCOC(=O)C1(C)CCCN(C(=O)C(c2ccccc2)c2ccccc2)C1 (stereo unspecified) | -13.6 | / | / | 28.5 | /
22 | O=c1cc(N2CCN(c3ccccc3)CC2)[nH]c(=O)n1-c1ccccc1 | / | -0.7 | -4.8 | 23.3 | 0.5
23 | O=C(NCCN1CCOCC1)/C(=C\c1ccc(F)cc1)NC(=O)c1ccccc1 | -26.1 | 0.6 | -3.1 | 2.4 | -0.1
24 | COc1ccccc1-c1cc(C(F)(F)F)nc(S(=O)(=O)CCCC(=O)NC(C)C)n1 | -5.0 | 0.2 | 2.0 | 16.9 | 0.0
25 | COC(=O)c1ccc(C(=O)OC)c(NC(=O)CSc2nc(-c3ccco3)cc(C(F)(F)F)n2)c1 | -11.4 | / | / | 15.1 | /
26 | COc1ccccc1NS(=O)(=O)c1ccc(C(=O)NCC(c2ccccc2OC)N2CCCC2)cc1 (stereo unspecified) | -2.8 | / | / | -3.9 | /
27 | O=C(Nc1cccnc1)C1(F)C(F)(F)C(F)(F)C(F)(F)C(F)(F)C1(F)F | 10.5 | 0.2 | 1.4 | 22.3 | -2.0
28 | Cc1nc2ccccc2n1CC(O)COc1ccc(Br)cc1 (stereo unspecified) | 5.3 | 9.7 | -8.3 | -11.5 | 12.3

cpd | OXTR potentiate | CHO-K1 Ca ag | CHO-K1 Ca antag | GPR7 antagonist
16 | -20.1 | 6.3 | -5.7 | -4.4
17 | -0.2 | 0.1 | -9.8 | -4.1
18 | 0.0 | -0.5 | 9.4 | /
19 | -0.7 | 0.2 | 6.1 | /
20 | -1.9 | 1.3 | 6.2 | /
21 | / | 0.7 | -11.6 | /
22 | -9.0 | 0.8 | -9.3 | -7.1
23 | -4.8 | 0.2 | -4.0 | -2.8
24 | 1.2 | -0.5 | -5.3 | -0.7
25 | / | 0.7 | -6.9 | -3.2
26 | / | -0.1 | -4.1 | /
27 | -12.1 | 4.3 | -10.5 | -9.9
28 | -14.2 | 7.4 | 8.0 | 6.4

# No enrichment for hits; about 3.5% have a hit in one of these screens.
